High-throughput results from PubChem BioAssay.
p53ts 32C tox: kills p53ts cells at the permissive temperature; H1299-p53A138V at 32C, ATP luminescence viability, 24 h; AID 924; Potency, µM (series often up to 46.1 µM), without a hit: at the top dose activity change, negative = cytotoxicity, usual class: cytotoxic; 130,000 tested, 0.93% active;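 note: 0% = DMSO and -100% = full killing by reference compound; nearly all actives have a fitted effect of over 55% in size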
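Viability by ATPlite luminescence after 24 h compound treatment (up to 46 uM) at the permissive 32C. Cells are H1299 carrying p53 A138V. Scale runs from DMSO basal to 100 uM tamoxifen as full kill; AC50 from Hill fits.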
IkB sig inh: suppresses IkB signaling in ABC-DLBCL reporter cells; ABC-DLBCL IkBa-CBG/CBR dual luciferase ratio, 4 h; response scale: scaled: untreated 0%, proteasome inhibitor 100%; Potency, µM (doses to about 57.1 µM), for the others: at the top dose IkBa stabilization activation; 110,000 tested, 0.04% active; AID 445; active = well fitted curve in the direction sought with a large enough effect in the signal ratio, not every such curve was filed as active; inconclusive = small, poorly fitted or top-dose-only effect, or a change in a side signal; the % refers to the signal ratio;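 note: the direction sought is a rising ratio; 0% = basal untreated cells and 100% = reference inhibitor full response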
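In this assay, an IκBα–CBG68 fusion accumulates when IKK-driven degradation is blocked; native CBR normalizes for cell number. OCI-Ly3 cells were treated 4 h with compound and doxycycline, then green and red light read after Chroma-Glo addition.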
Imprint erasure: inducers of genomic imprint erasure in mouse ES cells; mouse ES Peg3-LacZ reporter, beta-gal luminescence, 40 h; Potency, µM (titrated, usually from 60.7 µM), inactives show at the highest dose activity change, positive = activation, hits mostly activators; 110,000 tested, 0.02% active; AID 1948;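 note: 0% = negative control wells on the plate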
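Imprint erasure is scored as LacZ activity from the silenced maternal Peg3 allele in feeder-free female ES cells cultured 40 h with LIF. Luminescence is normalized to in-plate negative controls and fitted to the Hill equation.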
p53ts 39C tox: kills p53ts cells at the nonpermissive temperature; Potency, µM (titrated, usually from 46.1 µM), for the others: at the top dose activity change, negative = cell killing, hits mostly cytotoxic; 130,000 tested, 1.5% active; H1299-p53A138V viability at 39C, ATP luminescence, 24 h; note: nearly all actives have a fitted effect of over 55% in size
Starred values were filed as active, the others as inactive; u = inconclusive; x = not tested or not shown; & = joins results of further samples; [ ] = dose if it differs, or a comment. Unless noted, calls come from the whole dose curve; as a rule, active = well fitted curve in the direction sought with a large enough effect; inconclusive = small, poorly fitted or top-dose-only effect, or another doubt; inactive = no such curve, though single readings can be large; an effect the other way counts as inactive or inconclusive. Unless noted, % is set by controls: 0 for no effect and ±100 for the full control effect; potency is the fitted concentration of half-maximal effect.

SMILES	p53ts 32C tox	IkB sig inh	Imprint erasure	p53ts 39C tox
CCCCc1ccc(S(=O)(=O)NCCc2ccncc2)cc1	1%	6.1%	-23%	-6%
Cc1ccc(C2CCN(C(=O)c3cnn(-c4ccccc4Cl)c3C3CCN(C(=O)OC(C)(C)C)CC3)C2)cc1 (stereo not drawn)	6%	u	-9%[10.9 µM]	-21%
COCCn1c(NCc2ccccc2)nc2c1c(=O)[nH]c(=O)n2C	-3%	-1.8%	x	9%
CCOc1ccc(NC(=O)c2ccc(F)c(S(=O)(=O)N3CCN(c4ccccn4)CC3)c2)cc1	-1%	u	-22%	-12%
CCCS(=O)(=O)N1CCC(C(=O)c2cccc(C(F)(F)F)c2)CC1	-8%	11%	x	-5%
O=C(CSc1nc2c(c(=O)n1-c1ccc(F)cc1)SCC2)Nc1ccc2c(c1)OCO2	11%	-0.8%	-8%	13%
Cc1ccc(-c2csc(NC(=O)c3cccc(S(=O)(=O)N4CCN(C)CC4)c3)n2)cc1	-1%	u	-12%	-8%
CCCCN(CC)S(=O)(=O)N1CCC(C(=O)NCc2ccc(F)cc2)CC1	17%	1.3%	-17%	10%
COc1ccc(-n2cnnc2SCC(=O)c2cc(C)n(Cc3cccs3)c2C)cc1	1%	6.3%	-4%	-5%
O=C(NCc1ccco1)c1cc(-c2ccc(Cl)cc2)on1	-9%	0.6%	-19%	-17%
CNC(=O)NC1CCCCc2sccc21 (stereo not drawn)	-5%	-0.9%	-7%	-13%
CCOc1ccccc1CNC(=O)c1cnc2sc(N3CCCC3)nn2c1=O	-6%	-1.1%	-4%[10.9 µM]	22%
O=C(O)Cn1c(SCCOc2ccccc2)nc2ccccc21	8%	0.9%	7%	1%
CCSc1nc2ccccc2n1S(=O)(=O)c1ccccc1	1%	3.3%	-14%	-5%
O=c1c2cccnc2[nH]c(=S)n1Cc1ccccc1	-14%	x	x	11%
Cc1ccc(CNC(=O)[C@H]2C[C@@H]2[C@H](NP(=O)(c2ccccc2)c2ccccc2)c2ccccc2)o1	8%	x	-15%	4%
c1ccc(NCc2nc3ccccc3n2CCOc2ccccc2)cc1	u	x	x	u
Cc1ccc(CN2C(=O)CCC2C(=O)NCc2ccc(F)cc2)cc1 (stereo not drawn)	4%	-0.4%	-4%	3%
CC(C)c1ccc(-c2nc3c([nH]2)c(=O)n(C)c(=O)n3C)cc1	7%	-0.5%	-8%	13%
Cc1ccc(NC(=O)Cn2c(=O)ccc3cc(S(=O)(=O)N4CCCC4)ccc32)cc1N(C)C	-2%	-2.0%	-7%[10.9 µM]	-29%
COc1ccc(-c2nc(-c3cccc(C(F)(F)F)c3)no2)cc1OC	-7%	-5.0%	-10%	2%
Cc1cc(N2CCC(C)CC2)nc2ccc(NC(=O)CCC(=O)N3CCN(c4ccccc4F)CC3)cc12	-13%	u	-11%[10.9 µM]	u
CC1=C(C(=O)OCc2ccccc2)C(c2ccc(N3CCOCC3)cc2)NC(=O)N1 (stereo not drawn)	-2%	2.8%	-12%	-6%
Nc1c(C(=O)NCc2cccs2)nnn1CC(=O)Nc1cccc(F)c1	4%	-2.0%	-6%[10.9 µM]	23%
CN1CCN(S(=O)(=O)c2ccc(-c3ccc(Cl)cc3)cc2)CC1	-10%	0.8%	-10%	-12%

The final 4 entries of the part above open the next one.
SMILES	p53ts 32C tox	IkB sig inh	Imprint erasure	p53ts 39C tox
Cc1cc(N2CCC(C)CC2)nc2ccc(NC(=O)CCC(=O)N3CCN(c4ccccc4F)CC3)cc12	-13%	u	-11%[10.9 µM]	u
CC1=C(C(=O)OCc2ccccc2)C(c2ccc(N3CCOCC3)cc2)NC(=O)N1 (stereo not drawn)	-2%	2.8%	-12%	-6%
Nc1c(C(=O)NCc2cccs2)nnn1CC(=O)Nc1cccc(F)c1	4%	-2.0%	-6%[10.9 µM]	23%
CN1CCN(S(=O)(=O)c2ccc(-c3ccc(Cl)cc3)cc2)CC1	-10%	0.8%	-10%	-12%
C=COCC1CN2C(CCC(C)C2c2ccc(Br)cc2)C(=O)O1 (stereo not drawn)	4%&-2%[9.22 µM]	x	x	6%&3%[9.22 µM]
COc1ccc(S(=O)(=O)NCc2nc3nc(C)cc(C)n3n2)cc1OC	-4%	2.1%	7%[10.9 µM]	-4%
O=C(c1ccc(Cl)cc1)N1CCCCC1CCN1CCOCC1 (stereo not drawn)	-6%	-0.1%	8%[10.9 µM]	-19%
CN(C)CCNc1c2c(c(C#N)c3nc4ccccc4n13)CCCC2	2%	-0.1%	-8%	-3%
CS(=O)(=O)c1ccc(N2CCN(C3CC(=O)NC3=O)CC2)cc1 (stereo not drawn)	3%	-2.3%	-5%	9%
Cn1c(=O)c2c(nc(N3CCCCC3)n2C)n(C)c1=O	2%	x	x	9%
CCc1ccc2oc(=O)cc(CN3CCN(CCO)CC3)c2c1	2%	-2.6%	-14%	0%
CCC(=O)N1CCc2cc(S(=O)(=O)CCC(=O)N3CCN(c4cccc(C)c4C)CC3)ccc21	-1%	-0.6%	-5%[10.9 µM]	25%
CCc1ccc(C(=O)c2cn(CC(=O)Nc3cc(F)ccc3F)c3nc(C)ccc3c2=O)cc1	4%	4.5%	-10%[10.9 µM]	-27%
Clc1cccc2sc(N3CCOCC3)nc12	-16%	-0.9%	-17%	-16%
COc1ccc(OCCC(=O)OCC(=O)NCc2ccccc2)cc1	30%[activator]	x	x	8%
Clc1ccccc1-c1nccc(NCc2ccccc2)n1	-2%	-0.7%[11.4 µM]	-6%	-23%
COc1ccc(-n2nnnc2C2CCN(S(=O)(=O)c3cccc(Cl)c3C)CC2)cc1	6%	-0.5%	-9%[10.9 µM]	-21%
COc1cccc(NC(=O)CN(C)S(=O)(=O)c2ccc(C)cc2)c1	9%	2.6%	-15%	6%
Cc1nn(CCCC(=O)NCc2ccc(F)cc2)c(=O)c2c1sc1ccccc12	-3%	-1.5%	-5%[10.9 µM]	4%
CN(C)c1ccc(C(=O)C(O)c2ccc(C(C)(C)C)cc2)cc1 (stereo not drawn)	-2%	0.2%	-12%	-1%
CCN(c1ccc2c(c1)OCO2)S(=O)(=O)c1cc(Br)cc2c1N(C(=O)C1CC1)CC2	6%	-2.5%	-11%	7%
COc1cccc(Nc2ncc3nc(-c4ccc(Cl)cc4)c(=O)n(C[C@H]4CCCO4)c3n2)c1	-8%	4.8%[11.4 µM]	u	0%
CCOC(=O)C1CCN(c2c(N3CCN(Cc4ccccc4)CC3)c(=O)c2=O)CC1	-12%	-0.5%	-22%	10%
CC1=C(c2ccc(C)c(C)c2)S(=O)(=O)N(Cc2ccc(C(=O)Nc3cc(F)ccc3F)cc2)C1=O	8%	-0.5%	-14%[10.9 µM]	u
COc1ccccc1N1CCN(C(=O)c2ccoc2C)CC1	-4%	-0.2%	-7%	-4%
O=c1cc(N2CCN(c3ccccc3)CC2)[nH]c(=O)n1-c1ccccc1Cl	-8%	-1.2%	-5%	-1%
CCN(CC)CCn1c(=S)[nH]c2ccccc2c1=O	3%	-0.7%	-5%	1%
C1=C(c2cccc3ccccc23)N2CCN=C2S1	-14%	1.6%	-12%	-2%
CC(=O)Nc1ccn(-c2ccccc2)n1	-4%	3.6%	-23%	9%

In the list so far, 8 contain an aryl methoxy group.
SMILES	p53ts 32C tox	IkB sig inh	Imprint erasure	p53ts 39C tox
COc1ccc(-n2cnnc2SCC(=O)c2cc(C)n(Cc3cccs3)c2C)cc1	1%	6.3%	-4%	-5%
COc1ccc(-c2nc(-c3cccc(C(F)(F)F)c3)no2)cc1OC	-7%	-5.0%	-10%	2%
COc1ccc(S(=O)(=O)NCc2nc3nc(C)cc(C)n3n2)cc1OC	-4%	2.1%	7%[10.9 µM]	-4%
COc1ccc(OCCC(=O)OCC(=O)NCc2ccccc2)cc1	30%[activator]	x	x	8%
COc1ccc(-n2nnnc2C2CCN(S(=O)(=O)c3cccc(Cl)c3C)CC2)cc1	6%	-0.5%	-9%[10.9 µM]	-21%
COc1cccc(NC(=O)CN(C)S(=O)(=O)c2ccc(C)cc2)c1	9%	2.6%	-15%	6%
COc1cccc(Nc2ncc3nc(-c4ccc(Cl)cc4)c(=O)n(C[C@H]4CCCO4)c3n2)c1	-8%	4.8%[11.4 µM]	u	0%
COc1ccccc1N1CCN(C(=O)c2ccoc2C)CC1	-4%	-0.2%	-7%	-4%

Other records:
SMILES	p53ts 32C tox	IkB sig inh	Imprint erasure	p53ts 39C tox
Fc1ccc(NCc2cccnc2)cc1	4%	1.9%	-4%	-9%
CCOc1c2c(nc3ccc(Cl)cc13)CCC2	5%	-3.1%	-5%	5%
Cc1ccc2c(c1)N(CC(=O)NC1CCCc3ccccc31)C(=O)CO2 (stereo not drawn)	-2%	0.7%	-18%	-8%
CCOc1ccc(OCC)c(NS(=O)(=O)c2ccc3c(c2)n(C)c(=O)c(=O)n3C)c1	-11%	-0.9%	-10%	11%
COC(=O)C1=C(C(C)=O)C(c2ccc(C(=O)OC)cc2)n2nnnc2N1 (stereo not drawn)	-12%	-0.8%	-15%	-1%
N[C@]1(C(=O)O)CCc2cc(P(=O)(O)O)ccc21	-1%	0.1%	-9%	1%
O=C(Nc1ccc(Cl)cn1)c1cc(S(=O)(=O)N2CCCCC2)ccc1Cl	0%	1.0%	-21%	8%
COc1cccc2oc(-c3ccc(O)cc3)cc(=O)c12	6.3µM*	2.3%[11.4 µM]	-86%[inhibitor]	7.9µM*
COc1cc(CNCCSc2nnnn2C)ccc1OCc1ccccc1C	-11%	-1.7%	-16%[10.9 µM]	-7%
CCN(CC)c1ccc(CN(C(=O)c2cc(OC)c(OC)c(OC)c2)C2CCS(=O)(=O)C2)cc1 (stereo not drawn)	5%	1.7%	-9%	6%
CCOc1ccccc1CNC(=O)CCCn1c(=O)c2cccn2c2cccnc21	4%	-2.6%	-14%[10.9 µM]	-26%
COc1ccccc1N1CCN(C(=O)CSc2nnc3n2C(C)(C)Cc2ccccc2-3)CC1	2%	u	-10%	1%
O=C(O)COc1ccc(OCCNC[C@@H](O)COc2ccccc2)cc1	2%	0.2%	8%	6%
Cc1nn(C)cc1CNC(=O)CCC(=O)O	16%	-1.1%	-8%	-5%
COc1ccc(CNC(=O)c2cc3c(=O)n(C)c4ccccc4c3n2C)c(OC)c1	11%	u	7%[10.9 µM]	-11%
Cc1ccc(C2CCN(C(=O)Nc3ccc(C)c(C)c3)C2)cc1 (stereo not drawn)	-16%	0.8%	-15%[10.9 µM]	u
CC#CC(C)C(OCOC)C(CC(C)Cc1cc(Br)cc(OCc2ccccc2)c1OC)OC (stereo not drawn)	9%[9.22 µM]	x	x	19%[9.22 µM]
Cc1cccc(Nc2nc3c(c(=O)n(C)c(=O)n3C)n2CC(O)CO)c1 (stereo not drawn)	-5%	0.8%	x	8%
O=C(Nc1nccs1)c1ccc(S(=O)(=O)NCc2cccs2)cc1	-7%	u	-5%	-10%
CCCOc1ccc(N2C(=O)CC(SCCN)C2=O)cc1 (stereo not drawn)	13µM*	-0.2%	-78%[inhibitor]	10µM*
COC(=O)c1ccc(-c2ncc(-c3cccc4ccccc34)o2)cc1	14%	x	x	6%
COc1cc(/C=C(\C#N)c2nc3ccccc3[nH]2)ccc1OCc1ccccc1F	-19%	8.6%	-19%[10.9 µM]	u
COC(=O)C1CCC(C)(C(=O)Nc2ccccc2)C1(C)C (stereo not drawn)	7%	1.2%	-13%	-18%
COc1ccccc1Nc1cc(C(=O)NC2CCCC2)c2ccccc2n1	-2%	2.5%	-15%[10.9 µM]	5%
c1cncc(-c2nc(N3CCNCC3)c3ccccc3n2)c1	5%	-1.6%[11.4 µM]	-23%	-3%
CCCCn1nnnc1SCC(=O)Nc1ccc(F)cc1	6%	2.0%	-13%	-3%
CC(C)CC(=O)NC(=S)N1CCCCCC1	-4%	x	x	7%
COc1cccc(OC)c1C(=O)n1nc(C)cc1C	1%	2.4%	-4%	-1%
CCN(CC)C(=O)c1sc2c(c1C)c(=O)n(CCc1ccccc1)c(=O)n2Cc1ccc(C)cc1	25%	1.2%	-18%[10.9 µM]	13%
